Bioassay records (PubChem)
Diaphorase act: compounds boosting diaphorase resazurin reduction – biochemical, uHTS, resorufin fluorescence, counter-screen for diaphorase-coupled primary assays, primary screen; Diaphorase/resazurin coupled assay, 16 min; stronger effect = higher value; 1 = vehicle wells, 0 = NADH-free wells; activation factor at 20 µM; 190,000 tested, 0.005% active; AID 1229, 2008;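 active = diaphorase activity raised at least twofold by the compound at 20 µM; inactive = activation factor below 2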
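Test system: Clostridium kluyveri diaphorase, purified enzyme; input: enzyme 0.07 U/mL final; buffer or medium: 50 mM HEPES pH 7.4 with 4.542 mM MgCl2, 0.005% Tween 20; also added: 0.114 mM NADH and 0.1 mM resazurin, final amounts; schedule: 16 min enzyme reaction, ambient temperature; technique: fluorescence of resorufin, 544 nm excitation, 590 nm emission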
TNAP inh hi DEA: human TNAP enzyme inhibitors, primary screen, biochemical, luminescent, high phosphate acceptor level, uHTS; purified TNAP, CDP-star luminescence, 1 M DEA; 200,000 tested, 0.03% active; Alkaline phosphatase, tissue-nonspecific isozyme (Homo sapiens), P05186; inhibition, % at 20 µM; AID 1135, 2008;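 active = over 50% inhibition of tissue-nonspecific alkaline phosphatase at 20 µM in the single-dose screen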;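 also: plate controls were DMSO wells for no effect and EDTA-quenched wells as full inhibition for full effect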
Target sequence (P05186 whole entry, looked up): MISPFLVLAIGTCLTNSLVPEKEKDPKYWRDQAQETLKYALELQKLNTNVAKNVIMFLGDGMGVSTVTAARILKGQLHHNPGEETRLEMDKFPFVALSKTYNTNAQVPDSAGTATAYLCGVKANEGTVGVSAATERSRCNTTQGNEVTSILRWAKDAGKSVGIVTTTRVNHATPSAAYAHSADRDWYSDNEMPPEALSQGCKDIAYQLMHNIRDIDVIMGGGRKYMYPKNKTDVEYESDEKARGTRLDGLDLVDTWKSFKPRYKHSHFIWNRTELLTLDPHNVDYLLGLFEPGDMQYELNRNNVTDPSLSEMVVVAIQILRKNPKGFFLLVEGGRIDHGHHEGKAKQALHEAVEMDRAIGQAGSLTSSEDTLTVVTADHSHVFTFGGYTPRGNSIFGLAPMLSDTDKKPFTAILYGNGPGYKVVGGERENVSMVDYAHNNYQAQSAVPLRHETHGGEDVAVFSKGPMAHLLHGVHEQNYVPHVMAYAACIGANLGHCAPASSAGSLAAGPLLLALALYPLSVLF
bIAP act: bovine intestinal alkaline phosphatase activators, primary screen, biochemical, bovine IAP, CDP-star luminescence. activation factor at 20 µM. alkaline phosphatase, intestinal [Bos taurus]. AID 1016, 2008. purified bovine IAP, 30 min; stronger effect = higher value; fold of DMSO-control signal, blank-subtracted. 200,000 tested, 0.17% active;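 active = activation factor of 2 or more at 20 µM, a signal rise over negative controls twice the positive control's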
TNAP act hi DEA: TNAP activators at high phosphate acceptor level, primary screen, biochemical, luminescence, uHTS; Alkaline phosphatase, tissue-nonspecific isozyme (Homo sapiens), P05186; purified TNAP, CDP-star luminescence, 1 M DEA, 30 min; stronger effect = higher value; 0 = EDTA background, 1 = DMSO-only activity; activation factor at 20 µM; 200,000 tested, under 10 active;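 active = activation factor at least 2 at 20 µM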
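system = human TNAP | amount = enzyme diluted 1/800 final | reagent = 100 µM CDP-star substrate | signal = luminescent substrate turnover signal | dosing = one dose, 20 µM | benchmarks = EDTA negative control, DMSO positive control | measure = activation factor | timing = 30 min reaction, room temperature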
TNAP inh noacc: human TNAP enzyme inhibitors, primary screen, biochemical, luminescent, no phosphate acceptor, uHTS. 200,000 tested, 0.26% active. purified TNAP, CDP-star luminescence, 30 min. inhibition, % at 20 µM. Alkaline phosphatase, tissue-nonspecific isozyme (Homo sapiens), P05186;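 active = tissue-nonspecific alkaline phosphatase inhibition above about 50% at 20 µM in the single-dose screen, limit read from the data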;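 also: 0% = DMSO negative control and 100% = EDTA positive control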
PMI act hi M6P: human PMI activators, high substrate, primary screen, biochemical, fluorescence intensity, near-saturating mannose 6-phosphate; Mannose-6-phosphate isomerase (Homo sapiens), P34949; coupled PMI enzyme assay, resazurin fluorescence, 20 min; stronger effect = higher value; 1 = untreated enzyme, 0 = substrate-free blank; activation factor at 20 µM; 190,000 tested, 0.34% active;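 active = activation factor of 2 or more at 20 µM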
Target sequence (P34949 whole entry, looked up): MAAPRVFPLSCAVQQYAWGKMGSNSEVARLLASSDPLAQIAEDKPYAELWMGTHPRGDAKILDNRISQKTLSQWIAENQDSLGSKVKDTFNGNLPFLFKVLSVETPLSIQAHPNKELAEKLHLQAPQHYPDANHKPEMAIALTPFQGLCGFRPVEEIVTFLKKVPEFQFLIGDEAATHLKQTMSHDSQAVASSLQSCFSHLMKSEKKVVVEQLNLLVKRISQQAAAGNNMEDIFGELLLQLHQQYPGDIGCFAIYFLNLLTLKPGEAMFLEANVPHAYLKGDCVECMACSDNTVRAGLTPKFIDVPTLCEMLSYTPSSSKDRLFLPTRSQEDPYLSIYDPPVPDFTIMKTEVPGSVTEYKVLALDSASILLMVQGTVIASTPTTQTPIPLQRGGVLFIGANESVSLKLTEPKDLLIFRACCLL
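Test system: human PMI in coupled enzyme assay; Input: PMI at 15 ng/mL final; Medium: HEPES buffer, pH 7.4; Schedule: 20 min incubation at room temperature; Technique: resorufin fluorescence at Ex 544/Em 590 nm; Compound: 20 µM single dose; Probe or stimulus: Near-saturating mannose-6-phosphate, 1.0 mM.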
Lmaj promast: Leishmania major promastigote growth inhibition, primary screen; AID 1063, 2008; Leishmania major promastigotes, resazurin fluorescence viability; 200,000 tested, 9% active; inhibition, % at 10 µM; in the data active = inhibition above about 50%;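 also: promastigotes grown with compound for 44 hours at 28 °C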
Diaphorase inh: diaphorase inhibitors and chemical oxidizers, primary screen, counter-screen for diaphorase-coupled primary assays, biochemical, uHTS, resorufin fluorescence; AID 1217, 2008; inhibition, % at 20 µM; 190,000 tested, 0.69% active; diaphorase resazurin-to-resorufin fluorescence, NADH, 16 min; bacterial (C. kluyveri) enzyme, not human;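 active = primary screen inhibition at 20 µM above a set limit, cut at about 50% in these data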;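 also: plate controls were DMSO with full reaction for no effect and wells lacking NADH for full effect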
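Assay system – diaphorase enzyme from Clostridium kluyveri · Amount – diaphorase 0.14 U/mL (working solution) · Times – reaction incubation of 16 min at room temperature · Controls – No-NADH positive control and DMSO neutral control · Signal – resorufin fluorescence 544/590 nm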
PMI activator: activators of human PMI, primary screen, biochemical, fluorescence intensity, near-Km mannose 6-phosphate; activation factor at 20 µM; 190,000 tested, 0.005% active; purified human PMI, coupled resazurin fluorescence, 20 min; stronger effect = higher value; 1 = vehicle control, 0 substrate-free wells; AID 1214, 2008;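 active = activation factor of 2 or more at 20 µM, relative to plate controls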
bIAP inhibitor: bovine intestinal alkaline phosphatase inhibitors, primary screen, selectivity assay for TNAP inhibitor project, biochemical, bovine IAP, CDP-star luminescence | 190,000 tested, under 10 active | inhibition, % at 20 µM | AID 1019, 2008 | purified bovine IAP, 30 min | alkaline phosphatase, intestinal [Bos taurus];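 active = over 50% inhibition of intestinal alkaline phosphatase at 20 µM in the single-dose screen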
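Incubation: 30 min reaction at room temperature / Material: purified bovine intestinal alkaline phosphatase (IAP) enzyme / Input: enzyme at 1/65,000,000 dilution / Dosing: 20 µM single dose / Signal: CDP-star luminescence signal / Reagent: CDP-star chemiluminescent phosphatase substrate, 30 µM final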
* hit, by the source's call; nt = no result given; & = joins results of further samples.

SMILES	Diaphorase act	TNAP inh hi DEA	bIAP act	TNAP act hi DEA	TNAP inh noacc	PMI act hi M6P	Lmaj promast	Diaphorase inh	PMI activator	bIAP inhibitor
Cc1ccc(NC(=O)COC(=O)Cn2c(C)csc2=O)cc1C	1	2	0.9	1	5	1.1	-7	4	1	7
Cc1onc(C(N)=O)c1C(=O)Nc1ncc(C(F)(F)F)cc1Cl	1	2	1	1	-1	1	-8	4	1	0
CC(=O)c1ccc(N2CC(C)(C)C2=O)cc1	0.8	-4	1	1	-7	0.9	-2	16	0.9	-2
COc1ccc(CCNC(=O)CSc2nnc(-c3cccc(C)c3)o2)cc1OC	1	6	1	0.9	0	1	24	-4	1.1	4
O=[N+]([O-])c1cccc(C=Nc2cc3c(cc2Br)OCCO3)c1	0.9	0	0.9	1	-14	1	2	8	1	6
O=C(NCc1ccncc1)/C(=N/O)c1ccccc1	0.9	-4	1	1	-15	1	4	12	1	2
C=CCn1c(Cc2cccs2)nnc1SCC(=O)Nc1ccc(C(=O)OCC)cc1	0.9	-3	0.8	1	6	1	8	6	1.2	16
Cc1c(N(C)C(=O)c2ccc3c(c2)OCO3)c(=O)n(-c2ccccc2)n1C	0.9	-2	1	1	-9	1.1	-10	9	1	0
COc1ccc(C(=O)COC(=O)[C@H](C)Nc2ccc(C(F)(F)F)cc2[N+](=O)[O-])cc1	1	4	0.9	1	1	1	-6	-2	1	7
Cc1ccc(NC(=S)NCCN(C2CCCCC2)C2CCCC2)cc1	0.8	-4	0.4	1	-20	0.5	34	24	0.9	nt
Cc1c(Cl)c([N+](=O)[O-])nn1CCCC(=O)Nc1sc2c(c1C#N)CCC2	0.8	0	1.2	1	-1	1	21	23	0.9	-23
Cc1cccc(CSc2nc(N)c(C#N)c(-c3cccs3)c2C#N)c1	0.8	3	0.9	1	-5	0.9	35	18	0.9	7
O=C(Nc1ccccc1)c1nnn(Cc2ccccc2)c1NC(=O)C(F)(F)F	0.9	-2	1	1	-7	1	-10	11	1	3
Cc1onc(-c2c(F)cccc2Cl)c1C(=O)NC(=S)Nc1c(C)n(C)n(-c2ccccc2)c1=O	0.9	-1	0.7	1	11	1	-7	6	1	28
COC(=O)c1ccc(/C=C/C(=O)c2ccc(OC)c(OC)c2)cc1	1	2	1	1	8	0.9	40	3	1	2
CC1CCN(c2cc(C#N)c(C#N)cc2[N+](=O)[O-])CC1	0.8	3	1	1	-1	1	-3	16	0.9	1
CC(C)NS(=O)(=O)c1ccc(OCC(=O)Nc2ccc(F)cc2)cc1	0.9	-7	0.8	1.1	-22	1	2	5	1	21
CCOC(=O)c1ccc2ncc(C(=O)OCC)c(Nc3ccc(N4CCOCC4)cc3)c2c1	0.7	-5	1.2	1.1	-2	0.8	74*	26	0.8	-16
COc1ccc(-c2[nH]ncc2C2N=C(N)Nc3nc4ccccc4n32)cc1 (stereo unspecified)	1	-2	2.2*	1	-58	1.1	2	4	1.1	-120
C=CCNC(=S)Nc1cc(S(=O)(=O)N2CCOCC2)ccc1-n1cncn1	1	-4	1	1	-3	1	33	1	0.9	-5
O=C(Nn1cnc2ccccc2c1=O)c1ccc([N+](=O)[O-])cc1	0.8	-3	1	1	-8	0.9	-1	16	1	-1
CCn1cc(CNC(=O)c2ccc(C)s2)cn1	0.9	-6	1	1.1	-11	1.1	-5	6	1	3
CCOC(=O)c1cc(NC(=O)NCc2ccco2)c(C)nc1C	0.8	-4	0.9	1	-4	0.9	3	19	0.9	6
COc1ccc2nc3ccccc3nc2c1NC(=O)c1ccc(Cl)cc1Cl	1	11	1	0.9	-40	0.8	-4	3	1	-4
Cc1ccc(N2C(=O)NC(NC(=O)C(C)(C)C)(C(F)(F)F)C2=O)cc1 (stereo unspecified)	1	5	0.9	1	-11	1	-2	3	1	7

Whole records as entered above. Values in the order: Diaphorase act | TNAP inh hi DEA | bIAP act | TNAP act hi DEA | TNAP inh noacc | PMI act hi M6P | Lmaj promast | Diaphorase inh | PMI activator | bIAP inhibitor
`C=CCNC(=S)Nc1cc(S(=O)(=O)N2CCOCC2)ccc1-n1cncn1` across the screens: 1 | -4 | 1 | 1 | -3 | 1 | 33 | 1 | 0.9 | -5
`CC(=O)c1ccc(N2CC(C)(C)C2=O)cc1` across the screens: 0.8 | -4 | 1 | 1 | -7 | 0.9 | -2 | 16 | 0.9 | -2
`CCn1cc(CNC(=O)c2ccc(C)s2)cn1` across the screens: 0.9 | -6 | 1 | 1.1 | -11 | 1.1 | -5 | 6 | 1 | 3

Other compounds.
SMILES	Diaphorase act	TNAP inh hi DEA	bIAP act	TNAP act hi DEA	TNAP inh noacc	PMI act hi M6P	Lmaj promast	Diaphorase inh	PMI activator	bIAP inhibitor
O=C(Cn1cnc([N+](=O)[O-])n1)N/N=C/c1cccc(Cl)c1	0.8	-2	0.9	1	-13	0.9	63*	18	1	11
C=CCOC(=O)C(=O)/C=C/c1coc2ccccc2c1=O	0.8	-5	1	1.1	8	1	-6	22	1	3
Brc1ccc(-c2cn3c(n2)SCC3)cc1	1	-4	1	1	-7	1	-3	-1	1	3
O=[N+]([O-])c1ccc(-c2cc(-c3ccncc3)nc3ccc4ccccc4c23)cc1	0.9	1	1.1	1	-7	1	6	7	1	-10
COc1ccc(NS(=O)(=O)/C=C/c2ccc(OC)c(OC)c2)cc1	0.9	-4	1	1	-2	0.9	-11	15	0.9	-1
CN(C)CCCN=c1cc(-c2ccccc2)oc2ccc(Cl)cc12	1.1	-4	0.9	1	-2	0.9	100*	-8	1	6
COc1ccc(-c2noc(COc3ccc(C)c(C)c3)n2)cc1OC	0.8	0	1	1	-10	0.9	-1	18	0.9	2
C=C(C)CNC(=S)NN=C1c2ccccc2-c2ccccc21	0.8	6	0.8	0.9	-12	1	11	18	1	23
COc1cccc(NC(=O)C2CC(=O)n3cnnc3S2)c1 (stereo unspecified)	0.9	2	0.9	1	-14	0.9	4	10	0.5	6
COC(=O)c1c(-c2cccs2)csc1NC(=O)c1cccnc1	0.7	-2	1	1	-5	0.9	7	26	1	-2
S=C(NCCc1ccccn1)Nc1ccccc1	1	0	0.9	1	-11	1	-5	3	1.1	9
CN(C)S(=O)(=O)c1cc(C(=O)O)c(NC2CCCCC2)cc1Cl	0.9	-8	1	1.1	-23	1.1	-7	7	1.1	5
CCOc1cccc(C(=O)Nc2ccc3oc(Cc4ccc(Cl)cc4)nc3c2)c1	0.9	-6	0.9	1.1	-6	0.9	5	10	0.9	13
O=[N+]([O-])c1cc(S(=O)(=O)N2CCCC2)ccc1N/N=C1/CCCc2ccccc21	0.9	14	1.2	0.9	24	0.9	7	11	1	-17
O=C(NCc1ccccc1)C(c1cccs1)N(C(=O)c1csnn1)C1CC1 (stereo unspecified)	0.8	-4	1.1	1	-7	0.9	-3	18	1	-9
CCOC(=O)C1CCCN(Cc2nc3ccc([N+](=O)[O-])cc3c(=O)n2-c2ccc(OC)cc2OC)C1 (stereo unspecified)	0.9	2	1	1	-7	0.8	17	12	0.9	2
Cc1ccnc(NS(=O)(=O)c2cccs2)c1	0.9	-5	1	1	-10	0.9	-5	8	0.9	5
Nc1c(S(=O)(=O)c2cc(Cl)ccc2Cl)c2nc3ccccc3nc2n1CCN1CCOCC1	0.8	0	1.1	1	0	0.8	80*	20	0.9	-14
COc1ccc(OCC(=O)Nc2ccc(S(=O)(=O)N3CCCCCC3)cc2)cc1	0.8	0	0.8	1	3	0.8	-7	17	0.9	18
COc1cc2c(cc1OC)CN(C(=O)CCN1C(=O)C3CCCCC3C1=O)CC2 (stereo unspecified)	1	-1	1.1	1	14	1.1	6	2	1.1	-6
CCOC(=O)Nc1ccc2c(c1)N(C(=O)OCCN(C)C)c1ccccc1CC2	0.9&1	-4&-8	0.9&0.9	1&1.1	-10&-5	0.9&0.8	1&24	14&-3	1&0.8	6&7
NC(=O)c1ccccc1NC(=O)CCc1ccccc1	0.9	-4	0.9	1	-13	1.1	-6	9	1	11
CCCOC(=O)C1=C(C)NC2=C(C(=O)CCC2)C1c1cc(OC)ccc1OC (stereo unspecified)	0.9	2	1.1	1	-6	0.9	1	14	0.9	-9
Cc1ccccc1NC(NC(=O)c1cccs1)C(Cl)(Cl)Cl (stereo unspecified)	0.9	0	0.9	1	-6	0.9	72*	11	0.9	11
CCN1CCN(C(=O)CN(C)S(=O)(=O)c2ccc3ccccc3c2)CC1	0.8	-9	1.1	1.1	-10	0.9	1	19	0.9	-6
CCOC(=O)c1c(CN2CCCCC2)n(C)c2cc(Br)c(O)cc12	0.9	1	0.9	1	-8	1	39	8	1	10
Cc1ccc(S(=O)(=O)NC(=O)Nc2ncc3c(n2)CC(c2ccco2)CC3=O)cc1 (stereo unspecified)	0.9	-1	0.9	1	-8	0.9	1	11	0.9	13

Three entries from above, arranged by their value in bIAP act, rising.
molecule,bIAP act
S=C(NCCc1ccccn1)Nc1ccccc1,0.9
COc1ccc(NS(=O)(=O)/C=C/c2ccc(OC)c(OC)c2)cc1,1
O=C(NCc1ccccc1)C(c1cccs1)N(C(=O)c1csnn1)C1CC1 (stereo unspecified),1.1
